# Compound activity: PubChem, National Center for Advancing Translational Sciences (NCATS)
# aSyn rescue – rescues yeast growth from alpha-synuclein toxicity; Potency, µM (titrated, usually from 46.1 µM), for inactives: top-dose growth rescue (activation), hits mostly activators; actives 0.14% (n = 370,000); Yeast expressing alpha-synuclein, growth rescue, BacTiter-Glo, 24 h; note: potency is the fitted concentration of half-maximal effect; % of control where 0% means no effect; nearly all actives have a fitted effect of over 65% in size
#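 Rescue of yeast growth: cells expressing toxic alpha-synuclein, induced in galactose at OD600 0.02, incubated with compound 24 h at 30 C. ATP luminescence quantified growth; inhibitors of toxicity appear as activators.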
# Abeta rescue – restores growth of yeast expressing A-beta42 peptide; yeast expressing A-beta42, growth rescue, OD600, 48 h; response scale: 0% DMSO, 100% iron-clioquinol control; Potency, µM (series often up to 46.1 µM), for the others: at the top dose growth rescue, usual class: activators; actives 0.063% (n = 410,000); AID 1347071; note: potency is the fitted concentration of half-maximal effect; nearly all actives have a fitted effect of over 55% in size
#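 Yeast growth medium received pinned compounds, then yeast cells expressing toxic A-beta were added; plates incubated at 30 C for 48 hr. Growth read as absorbance at 600 nm, normalized to DMSO and equimolar FeCl3 plus clioquinol controls.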
# WRN inhibitor – inhibitors of human WRN helicase | Q14191 | actives 0.46% (n = 360,000) | Potency, µM (series often up to 114 µM), inactives show top-dose activity change, negative = inhibition, hits mostly inhibitors | WRN helicase unwinding, fluorescent forked duplex, kinetic; note: potency is the fitted concentration of half-maximal effect; % is set by controls: 0 for no effect and ±100 for the full control effect; nearly all actives have a fitted effect of over 55% in size
#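 WRN at 20 nM final preincubated with compound 15 min at room temperature; reaction started with 100 nM fluorophore/quencher forked duplex oligonucleotide and 2 mM ATP final. Unwinding followed kinetically by red fluorescence (ex 525, em 598 nm).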
# EPAC1 antag – EPAC1 (human) antagonism; AID 720709; EPAC1 GEF assay, Rap1b-BODIPY-GDP exchange fluorescence; actives 0.14% (n = 360,000); Potency, µM (doses to about 115 µM), for inactives: at the top dose activity change, negative = inhibition, most hits filed as inhibitors;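 note: potency is the fitted concentration of half-maximal effect; plate controls were vehicle for no effect and positive control for full effect; nearly all actives have a fitted effect of over 50% in size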
# PI5P4K alpha inh – inhibitors of human PI5P4K alpha. P48426. PI5P4Kalpha enzyme, ADP-Glo luminescence, 60 min; active compounds read low. max response, %. actives 1.2% (n = 330,000). AID 652105; active = max response of -50% or lower; inconclusive = between -30% and -50%; inactive = -30% or higher; note: value at the top dose of about 77 µM; % is set by controls: 0 for no effect and ±100 for the full control effect
# Target sequence (P48426 whole entry, looked up): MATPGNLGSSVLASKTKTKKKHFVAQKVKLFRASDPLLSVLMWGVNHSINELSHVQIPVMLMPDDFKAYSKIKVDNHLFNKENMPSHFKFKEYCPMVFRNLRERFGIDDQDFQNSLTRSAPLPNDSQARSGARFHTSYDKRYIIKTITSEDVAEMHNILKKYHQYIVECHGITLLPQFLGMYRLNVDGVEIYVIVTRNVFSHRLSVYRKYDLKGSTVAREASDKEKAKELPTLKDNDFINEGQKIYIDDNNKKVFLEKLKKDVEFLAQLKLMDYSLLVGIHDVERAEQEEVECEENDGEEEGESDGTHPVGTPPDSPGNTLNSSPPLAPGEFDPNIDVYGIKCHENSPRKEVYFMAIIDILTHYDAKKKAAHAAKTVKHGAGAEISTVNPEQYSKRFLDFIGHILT
#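 Quantitative HTS of the MLSMR library against PI5P4Kalpha with substrate. ATP added last at 5 microM final; room temperature, 60 minutes. Remaining ATP depleted, ADP converted and read as luminescence.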
# IL-2 act – activators of IL-2; IL-2 activation reporter assay, cell-based qHTS; stimulated with anti-CD3/CD4/CD28 beads; in transgenic mouse T cells; activation, % (series mostly up to about 46 µM); actives 0.065% (n = 360,000); AID 652025; in the data active = activation above about 50%; inconclusive = mostly about 30% to 49%; note: 0% is about no effect
#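 EGFP and DsRed fluorescence is measured by plate cytometry in unstimulated transgenic mouse T cells exposed to compound for 60 minutes, then stimulated 18 hours at 37 degrees C with anti-CD3/anti-CD4 beads plus anti-CD28.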
# EPAC1 ag – activates human EPAC1 exchange factor. O95398. EPAC1 agonist qHTS, biochemical assay; response scale: 100% = response to 6.5 mM cAMP. Potency, µM (titrated, usually from 154 µM), without a hit: at the highest dose activation, most hits filed as activators. actives 0.073% (n = 360,000); note: potency is the fitted concentration of half-maximal effect; nearly all actives have a fitted effect of over 60% in size
#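 Multi-concentration qHTS readout: loss of Rap1B-bound BODIPY-GDP fluorescence driven by 100 nM EPAC1 with excess GDP (50 uM), monitored kinetically at room temperature; agonist response expressed relative to 6.5 mM cAMP.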
# PLK1 PBD block – blocks phosphopeptide binding to human PLK1 polo-box domain; P53350; Plk1 PBD binding of FITC phosphopeptide, fluorescence polarization; Potency, µM, for the others: max response, negative = inhibition, most hits filed as inhibitors; actives 2.8% (n = 360,000); AID 720504; note: potency is the fitted concentration of half-maximal effect; series mostly up to about 57 µM; % is set by controls: 0 for no effect and ±100 for the full control effect; nearly all actives have a fitted effect of over 65% in size
# Target sequence (P53350 whole entry, looked up, the tested form may be a part): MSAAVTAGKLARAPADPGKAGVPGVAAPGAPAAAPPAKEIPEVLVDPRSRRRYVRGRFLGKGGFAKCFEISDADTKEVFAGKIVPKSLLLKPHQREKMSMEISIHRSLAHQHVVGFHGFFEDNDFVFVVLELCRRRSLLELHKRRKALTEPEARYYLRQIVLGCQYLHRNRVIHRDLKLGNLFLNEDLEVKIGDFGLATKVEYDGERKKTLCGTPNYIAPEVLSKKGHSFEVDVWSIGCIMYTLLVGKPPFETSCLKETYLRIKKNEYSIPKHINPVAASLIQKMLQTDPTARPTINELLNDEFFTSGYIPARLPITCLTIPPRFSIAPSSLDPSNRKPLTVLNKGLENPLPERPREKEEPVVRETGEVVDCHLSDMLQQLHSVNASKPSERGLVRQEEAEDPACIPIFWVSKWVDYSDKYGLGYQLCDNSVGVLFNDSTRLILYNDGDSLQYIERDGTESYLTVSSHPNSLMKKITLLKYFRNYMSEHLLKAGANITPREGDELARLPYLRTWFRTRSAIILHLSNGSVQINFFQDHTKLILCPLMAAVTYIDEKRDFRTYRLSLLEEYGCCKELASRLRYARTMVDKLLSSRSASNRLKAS
# FUS suppressor – suppressors of FUS proteinopathy in yeast | S. cerevisiae FUS-expressing, growth rescue, OD600, 24 h | Potency, µM (doses to about 76.6 µM), inactives show top-dose growth rescue (activation), most hits filed as activators | actives 0.24% (n = 390,000) | AID 1347120;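 note: potency is the fitted concentration of half-maximal effect; plate controls were DMSO vehicle for no effect and reference control for full effect; nearly all actives have a fitted effect of over 55% in size; some results filed as inactive show a strong effect at the top dose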
#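 Cultures pregrown in 2.5% raffinose medium are shifted to minimal medium containing 2% galactose to express toxic FUS. Compounds are tested at several concentrations. After 24hr at 30C, growth is quantified at 600 nm absorbance.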
# * = called active by the depositor; ? = inconclusive; nt = no result given; [ ] = remark or other dose. Unless noted, calls come from the whole dose curve; as a rule, active = well fitted curve in the direction sought with a large enough effect; inconclusive = small, poorly fitted or top-dose-only effect, or another doubt; inactive = no such curve, though single readings can be large; an effect the other way counts as inactive or inconclusive.
(1) CCN(c1ccccc1)S(=O)(=O)c1ccc(C(=O)NC2CCCCC2)cc1
(2) CCN1C(=O)CSC1=Nc1ccc(Cl)c(Cl)c1
(3) CC(C)Oc1cc(F)ccc1-c1cc(C(=O)Nc2ccc(C(C)C)cc2)[nH]n1
(4) COC(=O)[C@]12CCCCC=C1N(CCc1ccc(OC)c(OC)c1)C(=O)[C@H](CC(=O)NCc1cccc3ccccc13)C2
(5) COc1ccc(C(=O)N/C(=C\c2cn(C)c3ccccc23)C(=O)N2CCOCC2)cc1OC
(6) N#C/C(=C\c1cn(Cc2ccc(F)cc2)c2ccccc12)C(=O)NCc1ccco1
(7) COc1ccc(C#Cc2ccc3c(c2)O[C@H](CN(C)S(=O)(=O)c2ccccc2F)[C@H](C)CN([C@H](C)CO)S3(=O)=O)cc1
(8) COCCNC(=O)C(=O)NCC1OCCN1S(=O)(=O)c1cccs1 (stereo not drawn)

entry no.	1	2	3	4	5	6	7	8
aSyn rescue	10%	-17%	-14%	15%	-9%	-3%	-3%	0%
Abeta rescue	4%	-18%	11%	9%	4%	0%	-3%	-8%
WRN inhibitor	2%	-8%	2%	-1%	11%	-28%[57.1 µM]	-4%	-3%
EPAC1 antag	6%	-7%	-14%	-2%	-4%	6%	-12%	-18%
PI5P4K alpha inh	-4	-4	-2	16	4	-15	12	-4
IL-2 act	-1.1	-0.8	-0.3	-0.9	-2.1	4.0	0.1	0.5
EPAC1 ag	-8%	2%	-14%	2%	14%	-15%	13%	4%
PLK1 PBD block	-2%	-9%	-7%	6%	-12%	-6%	-3%	-19%
FUS suppressor	?	-11%	-20%	?	15%	19%	28µM*	19%

# Five compounds already listed, ordered by their value in PLK1 PBD block, largest number first:
no.	compound	WRN inhibitor	EPAC1 antag	PI5P4K alpha inh	IL-2 act	EPAC1 ag	PLK1 PBD block
1	CCN(c1ccccc1)S(=O)(=O)c1ccc(C(=O)NC2CCCCC2)cc1	2%	6%	-4	-1.1	-8%	-2%
7	COc1ccc(C#Cc2ccc3c(c2)O[C@H](CN(C)S(=O)(=O)c2ccccc2F)[C@H](C)CN([C@H](C)CO)S3(=O)=O)cc1	-4%	-12%	12	0.1	13%	-3%
6	N#C/C(=C\c1cn(Cc2ccc(F)cc2)c2ccccc12)C(=O)NCc1ccco1	-28%[57.1 µM]	6%	-15	4.0	-15%	-6%
2	CCN1C(=O)CSC1=Nc1ccc(Cl)c(Cl)c1	-8%	-7%	-4	-0.8	2%	-9%
5	COc1ccc(C(=O)N/C(=C\c2cn(C)c3ccccc23)C(=O)N2CCOCC2)cc1OC	11%	-4%	4	-2.1	14%	-12%

# Along the list, quoted from above.
# Compounds 3 to 7 in EPAC1 ag read -14%, 2%, 14%, -15%, 13%
# Compounds 3 to 7 in Abeta rescue read 11%, 9%, 4%, 0%, -3%

# Further structures follow.
(9) O=C(c1ccco1)N1CCCC(c2nc3c(nnn3Cc3ccccc3)c(=O)[nH]2)C1 (stereo not drawn)
(10) CCOC(=O)C(CC)/C(C)=N/NC(=O)c1ccc([N+](=O)[O-])cc1 (stereo not drawn)
(11) CCS(=O)(=O)c1nc(S(=O)(=O)c2ccc(C)cc2)c(NCCN2CCOCC2)s1
(12) OCC[C@H]1C[C@H](O)[C@@H](O)[C@]2(Cc3ccccc3CO2)O1
(13) COc1cccc(N/C(SCc2ccccc2Cl)=C(/C#N)C(=O)NCc2cccs2)c1
(14) O=C(CSCc1ccccc1)Nc1cc([N+](=O)[O-])ccc1F
(15) O=S(=O)(c1ccc(SCc2cccc(Cl)c2)nc1)N1CCCC1
(16) CCCCSC(=S)N(C)C1CCS(=O)(=O)C1 (stereo not drawn)

entry no.	9	10	11	12	13	14	15	16
aSyn rescue	-5%	-4%	0%	-10%	-1%	4%	8%[1.84 µM]	-4%
Abeta rescue	-14%	1%	1%	-13%	-10%	-2%	8%	-10%
WRN inhibitor	-7%	-7%	3%	-4%	-26%	-2%	-2%	-22%
EPAC1 antag	-6%	-2%	13%	-2%	0%	2%	-2%	-1%
PI5P4K alpha inh	8	nt	-6	3	3	?	6	4
IL-2 act	2.6	1.5	-3.0	1.2	-2.5	-0.7	-0.1	-4.3
EPAC1 ag	5%	9%	-2%	-18%	2%	-7%	3%	3%
PLK1 PBD block	-6%	-3%	-3%	-4%	-7%	?	1%	-9%
FUS suppressor	10%	-6%	7%	-25%	nt	-15%	20%	nt

(17) CCOc1ccc(NC(=S)NC(=O)C2CCCC2)cc1
(18) Cc1nn(-c2ccccc2)c(C)c1/C=N/N1CCN(c2ccccn2)CC1
(19) NC(c1ccccc1)c1csc(Nc2ccc(C(=O)NCCO)cc2)n1 (stereo not drawn)
(20) Cc1ncc([N+](=O)[O-])n1CC(=O)Nc1cc(Cl)ccc1Cl
(21) O=C(NC1CCCC1)C(c1c[nH]c2ccccc12)N(C(=O)Cn1nnc(-c2ccc(Cl)cc2)n1)c1ccccc1 (stereo not drawn)
(22) COc1ccccc1C(=O)NC(C)c1ccc(-n2ccnc2)cc1 (stereo not drawn)
(23) O=C(O)c1ccc(NS(=O)(=O)c2cccc(S(=O)(=O)c3ccc(Cl)c(Cl)c3)c2)cc1
(24) Cc1cccc(NC(=O)CSc2nnc(C)c(=O)n2N)c1C

entry no.	17	18	19	20	21	22	23	24
aSyn rescue	-1%	0%	-8%	-7%	5%	-1%	-4%	10%
Abeta rescue	?	-1%	-22%	1%	9%	-8%	-13%	19%
WRN inhibitor	0%	12%	-11%	-6%[57.1 µM]	-8%	7%	?	-4%
EPAC1 antag	-1%	-14%	2%	2%	-3%	4%	-12%	0%
PI5P4K alpha inh	-4	2	4	-2	nt	-6	-6	1
IL-2 act	0.2	1.6	0.3	-2.9	-0.5	-2.4	2.7	-0.5
EPAC1 ag	8%	17%	-1%	-7%	4%	-5%	5%	10%
PLK1 PBD block	-2%	-12%	-11%	-6%	-2%	-11%	-14%	-6%
FUS suppressor	-4%	10%	-5%	9%	?	5%	4%	nt

(25) CCOc1ccc2nc(C(C)O)[nH]c2c1 (stereo not drawn)
(26) NC(=O)c1ccc2c(=O)n3c(-c4cccs4)csc3nc2c1
(27) O=C(c1cc([N+](=O)[O-])ccc1Cl)N1CCN(c2ccc([N+](=O)[O-])cc2)CC1
(28) COc1ccccc1NC(=O)CSc1nnc(CNC(=O)c2ccccc2F)o1
(29) COCCN(C(=O)CN1CCN(S(=O)(=O)c2ccc(F)cc2)CC1)c1c(N)n(Cc2ccccc2)c(=O)[nH]c1=O
(30) CCCCCCn1c(SCC(=O)c2c(N)n(C)c(=O)n(C)c2=O)nc2ccccc21
(31) CCOC(=O)Cc1csc(NC(=O)c2c(C)noc2C)n1
(32) CC1CCCCC12NC(=O)N(CC(=O)Nc1cccnc1)C2=O (stereo not drawn)

entry no.	25	26	27	28	29	30	31	32
aSyn rescue	-1%	-6%	1%	8%	-1%	2%	-2%	-12%
Abeta rescue	-5%	5%	-12%	-2%	-12%	8%	13%	5%
WRN inhibitor	12%	-6%	10%	11%	6%	0%	-5%	6%
EPAC1 antag	-3%	-9%	1%	-4%	7%	-6%	-14%	-3%
PI5P4K alpha inh	nt	-4	3	2	19	-2	-3	-9
IL-2 act	-1.2	0.1	-0.5	-3.6	2.4	2.7	-1.9	-1.9
EPAC1 ag	-10%	-8%	3%	-9%	-3%	4%	8%	-3%
PLK1 PBD block	-6%	-3%	-7%	-2%	-1%	-9%	-11%	0%
FUS suppressor	-4%	-22%	21%	-6%	14%	11%	-7%	-62%

(33) CCOC(=O)c1[nH]cnc1C(=O)N1CCN(C(=O)OC(C)(C)C)CC1
(34) COc1cc([N+](=O)[O-])ccc1NC(=O)C[n+]1ccccc1
(35) O=C(Nc1cccc(C(F)(F)F)c1)C1CCCCC1
(36) Cc1ccc(-c2nnn(CC(=O)N(Cc3cccs3)C(C(=O)NC3CCCCC3)c3ccco3)n2)o1 (stereo not drawn)
(37) CC1CC(C)CN(C(=O)c2cc(-c3ccncc3)nc3ccccc23)C1 (stereo not drawn)
(38) Cc1ccc(SCc2cc(=O)[nH]c(Nc3nc(C)c4ccccc4n3)n2)cc1
(39) Cc1ccc(N2CC(C(=O)NCc3ccc4c(c3)OCO4)CC2=O)cc1C (stereo not drawn)
(40) COc1ccc(CNC(=O)COC(=O)c2ccc3ncsc3c2)cc1OC

entry no.	33	34	35	36	37	38	39	40
aSyn rescue	-6%	13%	-14%	-2%	-12%	-14%	6%	?
Abeta rescue	15%	-15%	1%	10%	14%	-12%	7%	4%
WRN inhibitor	-2%	0%	-2%	0%	2%	12%	-20%	10%
EPAC1 antag	-9%	0%	-10%	-9%	-6%	-19%	-1%	15%
PI5P4K alpha inh	0	4	1	0	-10	?	2	-4
IL-2 act	0.3	-1.5	-2.3	-0.6	-4.0	-2.9	0.2	0.8
EPAC1 ag	2%	-7%	-3%	3%	10%	-12%	-12%	2%
PLK1 PBD block	-4%	-7%	-7%	-10%	-7%	-17%	-2%	-10%
FUS suppressor	-6%	24%	-26%	18%	12%	nt	24%	7%

(41) COc1ccc(/C=C/C(=O)OCC(=O)NC2CCCCCC2)cc1OC
(42) CC1CCCCC12NC(=O)N(CC(=O)NNC(=O)c1ccc(Br)cc1)C2=O (stereo not drawn)
(43) CN(CC(=O)Nc1ccc(F)cc1)C(=O)c1cn(-c2ccccc2)nc1-c1cccs1
(44) CCCc1c(C(=O)N/N=C(\C)c2ccc(O)cc2)nnn1-c1nonc1N
(45) CCCNC(=O)C1(C)CCCN(C(=O)c2cccnc2Oc2ccccc2)C1 (stereo not drawn)
(46) CC(C)c1ccc(S(=O)(=O)N2CCCCC2)cc1

entry no.	41	42	43	44	45	46
aSyn rescue	0%	-7%	-2%	-6%	-1%	9%
Abeta rescue	5%	-3%	-5%	-4%	-6%	8%
WRN inhibitor	-2%	0%	2%	12%	-5%	2%
EPAC1 antag	-7%	9%	-19%	9%	-13%	1%
PI5P4K alpha inh	-8	-1	2	-6	-6	0
IL-2 act	-1.2	0.9	0.2	-3.0	-0.5	0.5
EPAC1 ag	1%	-3%	3%	15%	9%	3%
PLK1 PBD block	-7%	-13%	2%	-12%	-3%	2%
FUS suppressor	nt	13%	0%	19%	-18%	-9%
